From PubChem BioAssay
GRK2 aptamer HTS: human GRK2 inhibition via aptamer displacement; P25098; bead flow cytometry, FAM-aptamer displacement from GRK2; inhibition of aptamer binding, % at 10 µM; hit rate 0.59% among 330,000; AID 488847;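 active = inhibition of aptamer binding above 40%, roughly 3 SD of noise, on plates passing a quality check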;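 also: median bead fluorescence of bound FAM aptamer so fluorescent compounds give negative values; no value below 0 was filed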
GLD-1 TGE inh: GLD-1-TGE RNA interaction inhibition (C. elegans) | purified GLD-1 + fluorescein TGE RNA, fluorescence polarization | inhibition, % at 5.96 µM | hit rate 0.44% among 320,000 | AID 2280;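 active = percent inhibition above a per-plate cutoff, the plate mean of test compounds plus 3 SD, cut at about 30% in these data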;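 also: 0% = DMSO wells with GLD-1 and probe and 100% = wells lacking GLD-1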
VLA-4 inh: inhibition in a human VLA-4 binding assay. hit rate 0.2% among 330,000. P13612. inhibition, % (about 7 µM as worked out from the volumes in the protocol). VLA-4 expressing cells, ligand binding flow cytometry; in the data active = inhibition above about 50%
AGP1 TOR yeast: alters AGP1-GFP fluorescence in TOR pathway yeast screen; S. cerevisiae AGP1-GFP multiplex flow cytometry, 3 h; GFP as percent of DMSO wells; GFP response vs DMSO, % at 10 µM; hit rate 0.02% among 320,000;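 active = GFP response relative to DMSO above a set limit, near screen average plus 3 SD, cut at about 150% in these data; inconclusive = fewer than 70 cells counted for the yeast strain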;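 also: median GFP channel fluorescence of the gated AGP1 strain per well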
Fam108B counter: Fam108B inhibition, counter-screen for RBBP9 inhibitors; inhibition, % at 9.51 µM; recombinant Fam108B, FP-Rh probe fluorescence polarization; hit rate 0.33% among 300,000;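 active = inhibition above the screen mean inhibition plus 3 SD, computed separately per campaign, cut at about 18% in these data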;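 also: inhibitors lower polarization as less probe binds the enzyme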
MEX-5 binding: C. elegans MEX-5 TCR-2 RNA binding activity; activity score (negative = inhibition of binding), % at 10 µM; hit rate 0.38% among 300,000; MEX-5/FITC-TCR2 RNA binding, fluorescence polarization; stronger effect = lower value;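 active = inhibition past about -25% in most replicates, and total fluorescence under double the plate's negative control median, limit read from the data; inconclusive = replicates evenly split on the limit, or fluorescence at least double controls; inactive = too little inhibition in most replicates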;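 also: 0% = DMSO and -100% = 5 µM competing unlabeled TCR2 RNA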
Target sequence (Q9XUB2 whole entry, looked up): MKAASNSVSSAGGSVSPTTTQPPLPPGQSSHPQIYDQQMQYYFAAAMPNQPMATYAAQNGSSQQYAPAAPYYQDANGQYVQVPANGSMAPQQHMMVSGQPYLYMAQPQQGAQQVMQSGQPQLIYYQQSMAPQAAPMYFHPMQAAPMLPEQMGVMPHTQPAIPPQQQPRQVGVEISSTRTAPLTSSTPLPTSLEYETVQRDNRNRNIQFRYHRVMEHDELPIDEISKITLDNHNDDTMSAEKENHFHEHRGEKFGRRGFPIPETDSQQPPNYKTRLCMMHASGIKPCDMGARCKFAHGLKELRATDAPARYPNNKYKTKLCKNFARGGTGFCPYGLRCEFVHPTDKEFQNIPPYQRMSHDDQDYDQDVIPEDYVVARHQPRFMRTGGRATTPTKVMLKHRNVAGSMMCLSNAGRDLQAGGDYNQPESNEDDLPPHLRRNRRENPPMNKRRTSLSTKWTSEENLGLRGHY
MCL1-BIM inh: MCL1-BIM-BH3 interaction inhibition (human) | Q07820 | GST-MCL1 / FITC-Bim-BH3 fluorescence polarization | inhibition, % at 10.9 µM | hit rate 0.68% among 320,000;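 active = inhibition above the mean inhibition of all tested compounds plus 3 SD, set per campaign, cut at about 40% in these data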;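 also: 0% = DMSO wells and 100% = unlabeled Bim-BH3 peptide control; higher means more loss of mP so more displacement of Bim peptide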
Target sequence (Q07820 whole entry, looked up): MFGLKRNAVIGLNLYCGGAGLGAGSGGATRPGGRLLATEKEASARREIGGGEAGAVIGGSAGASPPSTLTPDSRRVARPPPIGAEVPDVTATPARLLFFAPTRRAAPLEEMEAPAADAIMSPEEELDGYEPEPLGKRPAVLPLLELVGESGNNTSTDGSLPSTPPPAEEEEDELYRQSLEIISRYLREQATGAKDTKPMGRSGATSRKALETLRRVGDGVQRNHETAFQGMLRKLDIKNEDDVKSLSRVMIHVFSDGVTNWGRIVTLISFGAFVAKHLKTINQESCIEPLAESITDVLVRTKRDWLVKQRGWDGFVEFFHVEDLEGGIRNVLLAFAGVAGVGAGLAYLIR
CIT2 TOR yeast: alters CIT2-GFP fluorescence in TOR pathway yeast screen; S. cerevisiae CIT2-GFP strain, flow cytometry, 3 h; 100 means same as DMSO wells; GFP response vs DMSO, % at 10 µM; hit rate 0.065% among 320,000; AID 2029;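 active = GFP response relative to DMSO above a set limit, near the screen mean plus 3 SD, cut at about 150% in these data; inconclusive = Fewer than 70 cells measured for a yeast strain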;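 also: ratio of well median GFP fluorescence to mean of DMSO wells on the plate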
Bcl-xL primary: blocks human Bcl-xL binding to Bim BH3 peptide; inhibition, % at 10.9 µM; AID 2129; GST-Bcl-xL / FITC-Bim BH3 peptide fluorescence polarization; hit rate 0.7% among 320,000; Q07817;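 active = inhibition above the mean of all tested compounds plus 3 SD, cutoff set per campaign, cut at about 30% in these data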;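 also: 0% = DMSO wells and 100% = unlabeled Bim-BH3 peptide competitor; inhibitors lower millipolarization by displacing the labeled peptide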
Target sequence (Q07817 whole entry, looked up): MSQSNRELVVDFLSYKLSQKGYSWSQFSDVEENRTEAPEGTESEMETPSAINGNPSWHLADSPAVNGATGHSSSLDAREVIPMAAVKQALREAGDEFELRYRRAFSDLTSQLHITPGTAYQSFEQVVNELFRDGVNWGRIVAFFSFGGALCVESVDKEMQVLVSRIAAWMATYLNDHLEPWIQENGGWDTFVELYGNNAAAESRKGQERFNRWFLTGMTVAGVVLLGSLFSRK
An asterisk follows results filed as active; u = inconclusive; x = not tested or not shown. Random draw from the library (roughly 2.2% active in at least one column).

SMILES	GRK2 aptamer HTS	GLD-1 TGE inh	VLA-4 inh	AGP1 TOR yeast	Fam108B counter	MEX-5 binding	MCL1-BIM inh	CIT2 TOR yeast	Bcl-xL primary
O=C(CC1C(=O)NCCN1C(=O)c1ccc(Cl)cc1)Nc1ccc(F)cc1 (stereo unspecified)	2	10	1	110	-4	-1.0	5	102	3
Cc1nn(CC(=O)Nc2ccc3c(c2)CCC3)c(C)c1[N+](=O)[O-]	0	3	11	83	x	x	-31	77	-10
S=C(Nc1ccccc1Cl)N(Cc1ccccc1)Cc1ccccn1	0	-1	-6	97	3	2.0	31	92	5
Brc1ccc(C2Nc3cccc4cccc(c34)N2)o1	2	20	14	98	26*	1.1	55*	78	51*
Cc1ccc(C)c(-c2ccc(=O)n(Cc3ccc(F)cc3Cl)n2)c1	0	0	-24	92	-2	2.3	4	95	1
Cc1ccc(C(C)C)c(OCC(O)CN2CCc3ccccc3C2)c1 (stereo unspecified)	0	-2	10	103	-2	2.3	5	110	-1
S=C(NCCc1ccc(Cl)cc1)NCc1ccccc1	0	-3	-1	95	-4	0.0	13	97	2
O=C(c1ccc(Cl)c(S(=O)(=O)N2CCOCC2)c1)N(c1ccccn1)C1CCCCC1	0	7	0	95	10	-2.6	2	93	1
N#Cc1c(Nc2ccccc2C(F)(F)F)s[nH]c1=O	3	3	36	100	1	0.8	-39	87	-51
Cc1sc(N)c(C(=O)c2ccccc2)c1C	0	-4	4	x	5	0.7	0	95	7
CN(C)S(=O)(=O)c1ccc(C(=O)NCC(=O)N/N=C/c2ccccc2Cl)cc1	0	7	6	102	1	-0.3	5	108	1
C=CCOc1ccc(-c2nc3c(c(=O)[nH]c(=O)n3CCCC)n2C)cc1Br	17	4	-10	83	-1	0.7	2	92	4
O=C1CC(N2CCSCC2)C(=O)N1c1ccccc1 (stereo unspecified)	5	0	7	100	0	0.3	7	98	2
COc1ccc(-c2csc(NC(=O)CSc3n[nH]c(C)n3)n2)cc1	1	-8	-8	95	-1	-2.6	8	90	3
CCN(CC(=O)Nc1ccc(OC)cc1)CC(=O)Nc1ccc(Br)cc1F	0	4	27	100	0	-2.3	0	101	3
O=C(Nc1ccccc1)c1ccc2c(c1)OCCO2	4	8	-9	96	4	-0.3	3	95	1
CC(=O)c1ccc(S(=O)c2ccccc2)cc1 (stereo unspecified)	0	1	9	91	1	1.2	2	94	5
CCC(C)N(C(=O)COC(=O)c1nc(Cl)ccc1Cl)C1CCS(=O)(=O)C1 (stereo unspecified)	0	-3	5	93	5	-1.0	-1	94	0
COC(=O)C1=C(C)NC2=C(C(=O)CC(c3cccs3)C2)C1c1ccsc1 (stereo unspecified)	0	1	13	107	-2	-0.3	-3	91	-1
CCOC(=O)N1CCC(N2C(=O)c3ccc(C(=O)Nc4ccc(OC)cc4)cc3C2=O)CC1	0	0	-6	109	0	1.4	-4	107	6
CCOc1ccccc1N1CCN(C(=O)c2c(Cl)cnn2C)CC1	0	3	13	98	5	-0.2	7	102	6
O=C1NC2C(NC(=O)N2C2CCCCC2)N1C1CCCCC1 (stereo unspecified)	1	-4	20	95	-1	-2.2	-2	99	2
CC(C)CCNc1nc2c(c(=O)n(Cc3cccc(F)c3)c(=O)n2C)n1C	1	0	0	96	3	-1.9	0	92	2
CCOc1ccc(C2=Nn3c(nnc3-c3ccccc3)SC2)cc1Cl	0	4	2	102	-4	0.5	-2	108	0
CSCCC(NS(=O)(=O)c1ccc(Br)cc1)C(=O)OCC(=O)NC1CC1 (stereo unspecified)	0	7	-8	108	-3	-0.5	-7	112	-3
CC1CC(C)(C)NC(=S)N1CC(=O)N1CCN(Cc2ccccc2)CC1 (stereo unspecified)	4	-1	5	u	5	-2.2	8	u	3
Cc1c(NC(=O)Nc2cc(Cl)ccc2Cl)c(=O)n(-c2ccccc2)n1C	0	3	0	104	-2	-2.5	2	101	4
COc1ccc(C(=O)/C=C/Nc2ccc(S(N)(=O)=O)cc2)cc1OC	1	1	16	97	4	-3.6	0	97	1
Cc1ccc(C)c(Nc2cc(C)nc3ccccc23)c1	0	9	-11	114	-4	-5.1	5	111	2
CCC(C)(C)NC(=O)C(c1ccc(F)cc1)N(Cc1ccc(OC)cc1)C(=O)c1cnccn1 (stereo unspecified)	1	1	-7	101	-10	-2.6	-1	102	2
CCOc1ccc(OCC)c(NS(=O)(=O)c2ccc3c(c2)CCN3C(=O)C2CCC2)c1	0	13	-10	107	4	-2.8	15	112	2
COc1cccc(NC(=O)c2cccc(N3C(=O)C4CCC(C)CC4C3=O)c2)c1 (stereo unspecified)	0	6	9	101	2	-1.6	5	102	4
CN(C(=O)CSc1ncnc2sc(-c3ccccc3)cc12)C1CCS(=O)(=O)C1 (stereo unspecified)	0	1	-10	92	2	-3.5	10	97	5
CCN1C(=S)SC(=O)C1=C1C=C(C)OC(C)=C1	6	-1	-4	95	-2	-2.5	7	94	1
COCCOC(=O)c1c(C)oc2ccc(OC(=O)c3c(OC)cccc3OC)cc12	9	6	9	102	0	0.8	6	97	6
CC(C)c1ccc(NC2CCCN(C(=O)CCN3CCCO3)C2)cc1 (stereo unspecified)	0	10	14	95	2	-1.3	1	95	6
CC(=O)NCc1ccc(-c2csc(-c3cccs3)n2)cc1	0	8	7	84	-1	-2.1	6	94	3
Cc1ncc(CN2CCN(Cc3ccc(F)cc3)C(CCO)C2)s1 (stereo unspecified)	0	-3	8	103	-1	0.1	2	104	0
COCCN1CC(C(=O)NCCc2nc(C)c(C)s2)CCC1=O (stereo unspecified)	0	-1	6	95	-2	-0.4	4	93	6
CCN1CCN(C(=O)c2cc3c(s2)-c2ccccc2S(=O)(=O)C3)CC1	0	2	-2	98	-2	-2.3	-5	98	3
Cc1csc(SCCn2c(Br)nc3c2c(=O)[nH]c(=O)n3C)n1	1	-1	0	104	-2	0.7	0	96	5
NC(=O)CN1CCN(C2CC(=O)N(CCc3ccccc3)C2=O)CC1 (stereo unspecified)	3	8	-9	101	0	0.8	1	100	4
C[C@@H](C(=O)N[C@@H](Cc1c[nH]c2ccccc12)C(=O)O)n1nnc2ccccc2c1=O	3	-4	6	98	-1	1.4	3	93	5
CC(C#N)(Nc1ccc(Cl)cc1)c1cccnc1 (stereo unspecified)	2	4	-9	97	6	-1.9	7	98	8
CCc1cccc(C)c1NC(=S)NCc1cccn1C	0	-2	12	96	-2	0.0	3	102	6
CC(=O)OC1CCC(OC(C)=O)c2c1n([O-])c(C)c(C)[n+]2=O (stereo unspecified)	2	2	-8	x	1	0.0	3	110	2
CCOC(=O)N1CCC(NC(=O)C2CCN(C(=O)N3CC(C)Oc4ccc(C)cc43)CC2)CC1 (stereo unspecified)	0	-8	1	108	0	-3.9	5	104	2
O=[N+]([O-])c1cccc(NC2=NCCC2)c1	0	6	0	99	4	-0.2	3	99	5
C/C(=N\NC(=O)c1cccc(S(=O)(=O)N2CCOCC2)c1)c1ccc(C)cc1	0	0	13	104	x	x	1	98	5
CCOc1ccc(CCNC(=O)c2cc(C)nc3ccccc23)cc1OCC	9	-6	19	103	4	0.7	7	107	0
NC(=O)C1CCN(C(=O)COc2ccc3c4c(c(=O)oc3c2)CCC4)CC1	0	3	43	96	5	1.0	1	94	3
COc1ccc(NS(=O)(=O)c2ccc3oc(SC(C)C(N)=O)nc3c2)cc1 (stereo unspecified)	0	-1	11	100	3	-1.9	8	103	-7
Cc1cc(NC(=O)COC(=O)c2oc3c(Cl)cccc3c2C)no1	0	10	2	100	-4	-1.7	0	107	-3
CCOC(=O)C1CCN(CCC(=O)Nc2cccc(Cl)c2)CC1	0	-3	12	101	-2	0.6	2	102	3
N#CCSc1nc2sccc2c(=O)n1-c1ccccc1	1	4	-7	101	-2	-1.0	3	101	2
COc1cccc(Cc2n[nH]c(=S)n2Cc2ccco2)c1	3	6	4	102	2	1.9	-9	99	-16
C=CCNc1nc(C2(C)CC3(CC(C)(C)OC3=O)C(=O)O2)cs1 (stereo unspecified)	3	2	2	88	-1	-0.1	-8	85	3
CCn1cc(Cl)c(C(=O)Nc2ccc3c(c2)OCCO3)n1	0	6	-7	94	0	-1.1	4	108	5
O=C(NCc1ccc(Cl)cc1)c1ccccc1Oc1ccccc1	0	-11	-2	86	0	1.1	-3	85	-1
Cc1cc(N)ccc1NC(=O)CN1CCOCC1	4	-1	-10	92	7	-1.3	16	99	6

Entries of single compounds as entered above. Order of values: GRK2 aptamer HTS | GLD-1 TGE inh | VLA-4 inh | AGP1 TOR yeast | Fam108B counter | MEX-5 binding | MCL1-BIM inh | CIT2 TOR yeast | Bcl-xL primary
COc1cccc(Cc2n[nH]c(=S)n2Cc2ccco2)c1 is listed as 3 | 6 | 4 | 102 | 2 | 1.9 | -9 | 99 | -16
CCc1cccc(C)c1NC(=S)NCc1cccn1C is listed as 0 | -2 | 12 | 96 | -2 | 0.0 | 3 | 102 | 6
CCn1cc(Cl)c(C(=O)Nc2ccc3c(c2)OCCO3)n1 is listed as 0 | 6 | -7 | 94 | 0 | -1.1 | 4 | 108 | 5
C[C@@H](C(=O)N[C@@H](Cc1c[nH]c2ccccc12)C(=O)O)n1nnc2ccccc2c1=O is listed as 3 | -4 | 6 | 98 | -1 | 1.4 | 3 | 93 | 5

Remaining list, next part
SMILES	GRK2 aptamer HTS	GLD-1 TGE inh	VLA-4 inh	AGP1 TOR yeast	Fam108B counter	MEX-5 binding	MCL1-BIM inh	CIT2 TOR yeast	Bcl-xL primary
COC(=O)[C@]1(C)CCC[C@@]2(C)C3CC[C@@]4(C)C[C@]3(CCC21)CC(=O)N4C (stereo partly specified)	0	-4	4	84	x	x	3	84	1
COc1ccc(/C(C)=N/NC(=O)c2ccc(CSc3cccc4cccnc34)cc2)cc1OC	1	-1	-9	x	-9	-1.4	-4	101	3
COc1cc(/C=C/C(=O)OCC(=O)N2CCC(C)CC2)ccc1O	0	4	1	118	2	-0.4	-9	102	0
O=C(NCCCN1CCOCC1)c1ccc(Br)s1	2	1	9	101	-5	2.1	5	101	6
COc1ccc(C)cc1S(=O)(=O)NC(C)C(=O)NC1CC1 (stereo unspecified)	0	6	-12	105	1	0.5	-2	105	0
COCCN(C(=O)COC(=O)CCCOc1ccc(OC)cc1)c1c(N)n(Cc2ccccc2)c(=O)[nH]c1=O	3	5	-3	91	-2	1.5	-5	89	4
CCc1nnc(NC(=O)CCC(=O)N2CCN(C3c4ccccc4-c4ccccc43)CC2)s1	0	4	17	98	0	0.9	2	94	1
Cn1c(C2=C(O)CN(c3ccccc3)C2=N)nc2ccccc21	0	5	-2	98	2	-3.4	6	88	5
Cn1ncc2c(Nc3ccc(O)cc3)nc(Cl)nc21	1	3	-3	100	3	-1.6	1	95	-1
COc1ccc(-n2c(=O)[nH]c3c(C(N)=O)nc(C4CCCCC4)nc32)cc1	1	8	5	98	-5	0.8	2	109	1
O=C(COC(=O)C1CC2C=CC1C2)Nc1cccc(S(=O)(=O)N2CCOCC2)c1 (stereo unspecified)	0	9	-1	97	2	2.2	-11	100	-9
O=[N+]([O-])c1cc([N+](=O)[O-])c(Oc2c(F)cc(F)cc2F)cc1NN1CCCCC1	5	4	4	88	-1	-2.3	9	80	5
O=C(COc1ccc(C(=S)N2CCCC2)cc1)Nc1ccccc1C(F)(F)F	0	8	6	95	-2	-1.1	9	91	6
CC(=O)C(C)n1c(CN2CCN(C(=O)c3ccco3)CC2)nc2c1c(=O)n(C)c(=O)n2C (stereo unspecified)	3	-2	28	95	6	-0.4	4	98	7
